Assay outcomes (PubChem)
RGS4 inhibitor – inhibitors of human regulator of G protein signaling 4. Potency, µM (top dose mostly 114 µM), for inactives: at the highest dose activity change, negative = inhibition, usual class: inhibitors. P49798. Transcreener GDP fluorescence polarization, RGS4-accelerated GTP hydrolysis. 390,000 tested, 0.039% active; note: potency is the fitted concentration of half-maximal effect; % is set by controls: 0 for no effect and ±100 for the full control effect; nearly all actives have a fitted effect of over 75% in size; some results filed as inactive show a strong effect at the top dose
Target sequence (P49798 whole entry, looked up): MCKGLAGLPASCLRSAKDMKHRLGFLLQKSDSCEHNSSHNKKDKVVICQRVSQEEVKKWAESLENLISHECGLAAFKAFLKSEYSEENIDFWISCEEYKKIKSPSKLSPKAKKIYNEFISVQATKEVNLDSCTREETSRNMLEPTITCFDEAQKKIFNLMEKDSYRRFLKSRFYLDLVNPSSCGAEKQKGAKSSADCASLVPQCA
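MLSMR compounds (23 nl, pin-transferred) preincubated 10 min at room temperature with a 500nM (2x) first reagent, then RGS4 at 900nM (2x) plus Transcreener GDP mix added; fluorescence polarization (620/688 nm) read before and after 90 min at 30 °C.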
APEX1 inh – inhibitors of human APE1 endonuclease; Potency, µM (titrated, usually from 65.8 µM), without a hit: at the highest dose activity change, negative = inhibition, actives largely listed as inhibitors; AID 2517; 350,000 tested, 0.35% active; recombinant APE1, TAMRA/BHQ-2 abasic DNA cleavage fluorescence;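 note: potency is the fitted concentration of half-maximal effect; plate controls were vehicle for no effect and reference inhibitor for full effect; nearly all actives have a fitted effect of over 55% in size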
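Step 1: APE1 (0.75 nM) with compound, 15 min RT. Step 2: add 50 nM fluorophore/quencher THF duplex. Step 3: three fluorescence reads 60 s apart (525/598 nm); read 3 minus read 1 = reaction progress.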
POLH inh – DNA polymerase eta (human) inhibition; Q9Y253; recombinant Pol eta, fluorescent DNA replication assay; Potency, µM (doses to about 114 µM), for the others: at the highest dose activity change, negative = inhibition, usual class: inhibitors; 390,000 tested, 1.2% active; note: potency is the fitted concentration of half-maximal effect; % is set by controls: 0 for no effect and ±100 for the full control effect
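Pol eta at 10 nM preincubated with compounds 15 min at room temperature; reaction started with fluorescent substrate (50 nM final) and read kinetically at 0 and 10 min.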
POLB inh – blocks human DNA polymerase beta activity. P06746. Pol beta primer extension/strand displacement, fluorescence kinetic. Potency, µM (doses to about 114 µM), inactives show at the highest dose activity change, negative = inhibition, usual class: inhibitors. 340,000 tested, 1.3% active; note: potency is the fitted concentration of half-maximal effect; % is set by controls: 0 for no effect and ±100 for the full control effect
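10 nM enzyme + cpd, 15 min RT; start with substrate 50 nM final; read 0 min and after 10 min RT. Corrected, normalized data; 4-parameter Hill curve fit.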
Anesthetic bind – binds horse apoferritin like a general anesthetic; apoferritin/1-aminoanthracene competitive binding, fluorescence; 350,000 tested, 0.074% active; AID 485281; Potency, µM (series often up to 77.5 µM), inactives show at the highest dose activity change, negative = displacement, usual class: inhibitors; note: potency is the fitted concentration of half-maximal effect; % is set by controls: 0 for no effect and ±100 for the full control effect; nearly all actives have a fitted effect of over 20% in size
Target sequence (P02791 2-175 limits assumed): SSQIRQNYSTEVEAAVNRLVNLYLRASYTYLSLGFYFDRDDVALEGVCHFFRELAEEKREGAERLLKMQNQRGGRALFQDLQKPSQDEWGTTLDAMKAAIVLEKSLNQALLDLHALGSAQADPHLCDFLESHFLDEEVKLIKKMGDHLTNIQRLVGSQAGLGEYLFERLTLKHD
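Apoferritin-based anesthetic binding model; compound displacement of fluorescent 1-AMA measured as endpoint fluorescence after 10 minutes at room temperature, scaled to free-ligand and complex controls.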
ERG Ets-DNA blk – ERG Ets/DNA interaction inhibition. P11308. fluorescence polarization, His-ERG Ets domain / labelled DNA. Potency, µM (doses to about 76.9 µM), inactives show at the highest dose FP activity, negative = inhibition, usual class: inhibitors. 370,000 tested, 0.028% active. AID 624246; active = well fitted inhibition curve with a large enough effect in the polarisation, with a control signal flat; inconclusive = small, poorly fitted or top-dose-only effect, or effect the other way, or a change in a side signal; inactive = no such curve, though single readings can be large or run the other way; the % refers to the polarisation;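 note: polarization taken with two DNA probes labelled with fluorescein and Texas red; potency is the fitted concentration of half-maximal effect; % of control where 0% means no effect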
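His-tagged ERG Ets domain (1 uM in the protein solution; 300mM KCl, 50mM Tris-HCl, 1mM EDTA, 1mM DTT, pH 7.5) received compound, then a probe mix of 5 nM fluorescein-DNA and 100nM Texas-615-DNA. Fluorescence polarization was read for both dyes.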
12-LOX inh – ALOX12 (human) lipoxygenase inhibition. P18054. purified 12hLO, xylenol orange hydroperoxide absorbance. Potency, µM (doses to about 108 µM), without a hit: at the highest dose activity change, negative = inhibition, most hits filed as inhibitors. 580,000 tested, 1.1% active. AID 1671190; note: potency is the fitted concentration of half-maximal effect; % is set by controls: 0 for no effect and ±100 for the full control effect
Target sequence (P18054 whole entry, looked up): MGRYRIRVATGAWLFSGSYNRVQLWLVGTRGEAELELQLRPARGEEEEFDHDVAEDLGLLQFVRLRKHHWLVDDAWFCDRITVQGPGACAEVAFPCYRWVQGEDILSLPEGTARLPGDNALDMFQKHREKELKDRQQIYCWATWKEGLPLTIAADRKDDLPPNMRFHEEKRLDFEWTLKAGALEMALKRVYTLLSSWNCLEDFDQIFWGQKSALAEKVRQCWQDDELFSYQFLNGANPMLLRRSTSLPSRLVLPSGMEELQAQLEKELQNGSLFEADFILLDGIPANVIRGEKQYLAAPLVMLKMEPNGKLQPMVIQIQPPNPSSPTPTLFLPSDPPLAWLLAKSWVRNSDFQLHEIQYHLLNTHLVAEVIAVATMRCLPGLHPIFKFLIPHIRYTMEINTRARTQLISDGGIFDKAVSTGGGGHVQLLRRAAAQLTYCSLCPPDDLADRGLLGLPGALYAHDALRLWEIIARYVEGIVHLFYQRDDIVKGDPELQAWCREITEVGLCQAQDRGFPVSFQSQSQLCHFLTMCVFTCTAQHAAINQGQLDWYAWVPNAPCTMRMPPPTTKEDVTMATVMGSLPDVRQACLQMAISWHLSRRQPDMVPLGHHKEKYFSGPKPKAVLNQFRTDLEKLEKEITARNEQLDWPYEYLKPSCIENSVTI
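Purified human 12hLO at 150 nM in 25 mM Hepes, 0.01% Triton X-100, pH 7.0, preincubated 15 min at room temperature with compound. Reaction started with 40 uM arachidonic acid, 30 min at room temperature. Hydroperoxide measured by Fe-xylenol orange, 573/405 nm absorbance ratio.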
POLK inh – blocks human DNA polymerase kappa activity. Potency, µM (series often up to 107 µM), inactives show at the top dose activity, negative = inhibition, most hits filed as inhibitors. 400,000 tested, 0.53% active. purified Pol kappa, fluorescent DNA synthesis assay, 10 min; note: potency is the fitted concentration of half-maximal effect; % is set by controls: 0 for no effect and ±100 for the full control effect
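Readout: fluorescence, taken kinetically at 0 and 10 min. Conditions: 10 nM Pol kappa, 15 min RT compound preincubation, 50 nM substrate final. Controls: enzyme-free buffer wells.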
LDHA inh – LDHA (human) enzyme inhibition; P00338; activity change, % (values are at about 110 or 230 µM); 480,000 tested, 0.15% active; AID 1347041; purified LDHA, NADH/diaphorase-resazurin fluorescence; stronger effect = lower value; in the data active = activity change below about -30%; inconclusive = mostly about -25% to -30%;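 note: plate controls were DMSO wells for no effect and wells without enzyme for full effect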
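Human LDH5 (2 nM) was incubated with 0.06 mM NADH and 0.2 mM pyruvate for 5 min at room temperature in Tris pH 7.4. Remaining NADH was coupled through diaphorase/resazurin, and resorufin fluorescence was read at 0 and 20 min.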
Numbers without * were called inactive; i = inactive; u = inconclusive; x = not tested or not shown; [ ] = another dose, or the depositor's remark. Unless noted, calls come from the whole dose curve; as a rule, active = well fitted curve in the direction sought with a large enough effect; inconclusive = small, poorly fitted or top-dose-only effect, or another doubt; inactive = no such curve, though single readings can be large; an effect the other way counts as inactive or inconclusive. A portion of the library. The share of hits here may be higher or lower than overall.

SMILES	RGS4 inhibitor	APEX1 inh	POLH inh	POLB inh	Anesthetic bind	ERG Ets-DNA blk	12-LOX inh	POLK inh	LDHA inh
Cc1cccc2c1cnn2C(=O)CCC(=O)NCC(C)c1ccccc1 (stereo not given)	-3%	11%	1%	u	u	6%	11%	17%	1
CCOC(=O)N1CCN(C(=O)c2nn(C)c3c2CSc2ccccc2-3)CC1	2%	27%	-16%	-25%	-16%	-6%	1%	-4%	-13
CCOc1ccc(S(=O)(=O)N2CCN(c3ccc(Cl)c(Cl)c3)CC2)c2ccccc12	-13%	x	1%	21%	u	-4%	-21%	3%	-1
Cc1ccc(S(=O)(=O)Nc2ccccc2CNc2cccc(C)n2)cc1	7%	-4%	-17%	-9%	-8%	-3%	-22%	-8%	1
CN(Cc1cc2ccccc2[nH]c1=O)C(=O)COc1ccccc1	-15%[56.9 µM]	0%	-13%	8%	-9%	-2%	-11%	8%	-1
O=C(CSc1nnc(Cc2cccs2)n1-c1ccccc1)Nc1ccc2c(c1)OCCO2	-19%	-7%	-3%	6%	-2%	3%	14%	2%	0
CC(C(=O)Nc1cc(Cl)cc(Cl)c1)N1CCCC1 (stereo not given)	15%	68%[activator]	-4%	1%	-7%	-5%	x	-10%	-9
COc1ccc2ccccc2c1CN1CCSCC1	26%	-12%	-28%	-13%	-5%	5%	1.6µM*	5%	-7
Cc1cc(C)c(C#N)c(SCCS(=O)(=O)Cc2ccc(Cl)cc2)n1	-5%	1%	-14%	4%	-11%	-18%	424%[activator]	-18%	-7
O=C(Nc1ccc(N2CCOCC2)cc1)Nc1cnsn1	u	-4%	-5%	1%	5%	0%	-28%	8%	15
Cc1cc(C)cc(N(CC(=O)NC2CCCC2)C(=O)CCC(=O)Nc2cc(C)ccn2)c1	-14%	-3%	-17%	-10%	-12%	3%	11%	2%	0
Cc1cc(=O)oc2c(C)c(OC(C)C(=O)Nc3ccc(N4CCC(C)CC4)cc3)ccc12 (stereo not given)	-16%[56.9 µM]	62%[activator]	-6%	-20%	-2%	-4%	8%	10%	-1
CCOC(=O)c1c(-c2ccccc2)csc1NC(=O)c1ccc(S(=O)(=O)N2CCOCC2)cc1	-16%	5%	-20%	38%	-6%	-12%	7%	-8%	-2
O=C(NCc1ccccc1)c1ccc(S(=O)(=O)Nc2cccc(C(F)(F)F)c2)cc1	23%[11.4 µM]	u	34%[activator]	5%	-19%	-8%	-21%	-13%	-4
O=S(=O)(c1ccc(S(=O)(=O)N2CCCN(Cc3ccccc3)C2)cc1)N1CCCCCC1	-8%	-1%	-15%	1%	-14%	10%	18%	10%	-4
Cn1c(=O)c2cc(C(=O)N3CCN(c4cccc(C(F)(F)F)c4)CC3)sc2c2ccccc21	-4%	x	-15%	-21%	-3%	-4%	1%	-20%	-4
O=C(CNC(=O)c1cccc(OC(F)F)c1)OCC(=O)c1ccccc1	14%	-7%	-3%	-20%	u	1%	-7%	-5%	-10
COc1ccc(NC(=O)c2nn(C34CC5CC(CC(C5)C3)C4)cc2[N+](=O)[O-])cc1	8%	-4%	-15%	-12%	-1%	-7%	-12%	0%	2
CC(C)(C)OC(=O)N[C@@H](Cc1ccccc1)c1nnc(SCC(=O)c2ccc(Cl)cc2)o1	-1%	1%	-1%	7%	-20%	-3%	3%	-12%	1
O=C(c1cc(F)c(F)c(F)c1F)N1CCN(Cc2ccc3c(c2)OCO3)CC1	16%	62%[activator]	-1%	21%	-4%	13%	0%	-7%[60.1 µM]	0
c1ccc(-c2ccc(-c3ccncn3)cc2)cc1	1%	x	-17%	x	x	6%	13%	-6%	-11
O=S(=O)(NCCc1nnc2ccc(SCc3cccc(Cl)c3)nn12)c1ccccc1	-9%	x	-25%	-25%	u	1%	-2%	-4%	3
CC(C)(C)c1ccc(-c2noc(C(=O)NN)n2)cc1	-11%	-2%	-14%	7%	-9%	0%	394%[activator]	-14%	-17
COc1ccc(-c2n[nH]c3c2CN(C(=O)c2ccc(F)cc2)CC3)cc1	-2%	69%[activator]	-8%	9%	-3%	-8%	2%	13%	-1
CC(=O)NCCC1CCN(C(=O)C2CCC(=O)N(C3CCCC3)C2)CC1 (stereo not given)	-29%	15%	1%	12%	-6%	18%	-7%	-2%	0
O=[N+]([O-])c1ccc(CS(=O)(=O)c2ncn[nH]2)cc1	-2%	3%	-10%	11%	-7%	4%	u	6%	-9
CCCCC(=O)NC(=S)Nc1nnn(CCC)n1	-25%	-3%	-27%	4%	-11%	4%	u	4%	-1
COc1ccc(Cn2c(SCc3ccc(C(=O)NCCc4ccccc4)cc3)nc3cccnc32)cc1	-33%	x	-11%	-3%	-5%	12%	-6%	-5%	-10
COc1cccc2c1cc1c(=O)n(CC(=O)N3CCCCCC3)nc(C)n12	14%	4%	-3%	2%	-3%	8%	1%	0%	-5
CC(=O)c1ccc2c(ccc3ccccc32)c1	29%	4%	-9%	13%	-14%	3%	i	-2%	-4

Single values from above.
`CC(C(=O)Nc1cc(Cl)cc(Cl)c1)N1CCCC1` (stereo not given) @ ERG Ets-DNA blk = -5%
`COc1ccc2ccccc2c1CN1CCSCC1` @ POLK inh = 5%

Other compounds follow:
SMILES	RGS4 inhibitor	APEX1 inh	POLH inh	POLB inh	Anesthetic bind	ERG Ets-DNA blk	12-LOX inh	POLK inh	LDHA inh
COC(=O)c1ccc(-n2nnnc2SCC(=O)Nc2cc(OC)ccc2OC)cc1	-9%	-1%	-2%	37%	-18%	x	1%[57.4 µM]	-12%[60.1 µM]	-6
CCOc1cc(/C=N/NC(=O)C(=O)NCc2ccc3c(c2)OCO3)ccc1OCC(=O)N1CCOCC1	14%[11.4 µM]	-12%	-9%	28%	6%	4%	8%	-23%	-3
Cn1ncnc1SCc1cn2cccnc2n1	-14%	u	-15%	-5%	-3%	2%	-4%	5%	-2
CN=C(Nc1ccc(C(=O)OC)s1)c1ccccc1	2%	-9%	5%	0%	-4%	12%	-18%	16%	-1
CCOC(=O)C1=C(C)NC(C)=C(C(=O)OCC)C1C(=O)OCC(=O)NC(C)c1ccccc1 (stereo not given)	-11%	5%	-20%	x	x	-7%	u	-8%	-4
CCCCNC(=O)c1c(C)cc(=O)oc1C	-11%	-3%	3%	-19%	-4%	-2%	-12%	-1%	5
O=C(Cc1cccs1)Nc1ccon1	19%	-9%	-2%	-6%	-3%	2%	-19%	-19%	-1
COc1cccc(NC(=O)c2ccccc2C(F)(F)F)c1	11%	1%	-6%	0%	-14%	15%	-10%	-4%	-2
COC(=O)Cc1c(C(=O)OC)nnn1-c1cccc(C(F)(F)F)c1	-8%	17%	-11%	16%	2%	-5%	-9%	-4%	-12
COc1cccc(-c2nn(C)c3sc(C(=O)NCc4ccco4)cc23)c1	u	-2%	-6%	-7%	-13%	8%	u	-7%	-1
Cc1c(C(=O)OC2CCCCCC2)[nH]c2c1C(=O)CC(c1ccc(N(C)C)cc1)C2 (stereo not given)	-5%	x	-17%	2%	-5%	-2%	8%	0%	2
O=C(NCCc1ccccc1)C1CCCN1C(=O)Nc1ccc(F)cc1 (stereo not given)	-21%[11.4 µM]	-3%	-7%	-19%	-7%	-1%	u	-2%	-2
Fc1ccc(CNc2ncnc3c2c(-c2ccccc2)cn3-c2ccccc2)cc1	u	x	-20%	3%	64%[activator]	2%	-17%	4%[60.1 µM]	3
O=C(CCCn1c(=S)[nH]c2ccsc2c1=O)NCc1ccco1	-20%	-2%	4%	-14%	-8%	-2%	u	-9%	5
COc1ccc(S(=O)(=O)c2c(C(=O)c3ccc(C)c(C)c3)cnc3ccc(C)cc23)cc1	-10%	x	-22%	-26%	-14%	-3%	10%	-13%	-3
CCOC(=O)C1CCN(C(=O)c2cccc(S(=O)(=O)N3CCCc4ccccc43)c2)CC1	-28%	x	-26%	x	x	u	7%	-8%	4
CCn1c(SCc2ccc(C)cc2)nnc1C1CCN(S(=O)(=O)c2ccc(OC)cc2)CC1	3%	-8%	-9%	2%	-5%	0%	0%	-8%	2
COc1ccc(C(=O)NCC(c2cccs2)S(=O)(=O)c2ccc(F)c(C)c2)cc1 (stereo not given)	-3%	x	-19%	31%	-4%	-5%	u	-12%[60.1 µM]	-7
COc1ccc(-c2cc(C(=O)Nc3cc(C)on3)c3ccccc3n2)c(OC)c1	-4%	9%	-7%	11%	-10%	16%	u	-6%	-9
C/C(CC(=O)Nc1ccc2c(c1)OCCO2)=N\NC(=O)COc1ccc(C)cc1	15%	-13%	-11%	7%	-27%	1%	4%	-5%	-11
C=CCN(CC=C)CC(=O)Nn1c(C)ccc1C	-5%	x	20µM*	x	x	-22%	-21%	u	-7
COc1cc2c(C(=O)N3CCN(c4ccccc4C)CC3)c(C)oc2cc1Br	11%	0%	-11%	24%	u	-9%	30%	u	-3
CN(C)c1nc(N)c([N+](=O)[O-])c(N2CCCCCC2)n1	4%	14%	-8%	17%	6%	8%	4%	7%	2

An excerpt from above, reduced to Anesthetic bind, APEX1 inh and 12-LOX inh:
| structure | Anesthetic bind | APEX1 inh | 12-LOX inh |
| --- | --- | --- | --- |
| CCOC(=O)C1CCN(C(=O)c2cccc(S(=O)(=O)N3CCCc4ccccc43)c2)CC1 | x | x | 7% |
| C=CCN(CC=C)CC(=O)Nn1c(C)ccc1C | x | x | -21% |
| CCn1c(SCc2ccc(C)cc2)nnc1C1CCN(S(=O)(=O)c2ccc(OC)cc2)CC1 | -5% | -8% | 0% |
| COc1ccc(C(=O)NCC(c2cccs2)S(=O)(=O)c2ccc(F)c(C)c2)cc1 (stereo not given) | -4% | x | u |
